Assay outcomes (PubChem)
MrgX1 antag – human MrgX1 receptor antagonism, primary screen; Q96LB2; 310,000 tested, 1.3% active; AID 588676; MRGX1-HEK293 calcium flux, Fluo-4, BAM8-22 antagonism; stronger effect = lower value; B-score at 10 µM;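 active = calcium-response B-score plate-corrected more than 3 library SD below zero, starting fluorescence within 5 deviations, no agonist response on first addition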;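 note: peak minus trough fluorescence over baseline after final BAM8-22 challenge near maximal dose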
MrgX1 PAM – human MrgX1 positive allosteric modulation, primary screen; MrgX1-HEK293, Fluo-4 calcium flux, FDSS; stronger effect = higher value; B-score at 10 µM; 310,000 tested, 0.63% active;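 active = plate-corrected calcium response at least 3 library SD above typical, normal starting fluorescence, not activating the receptor alone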;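 note: compound read alongside a low EC10 to EC30 dose of BAM8-22 agonist; peak minus trough fluorescence over baseline measured at the second addition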
TRPC4 inh – inhibitors of mouse TRPC4 channel; Q9QUQ5; HEK293 TRPC4beta/mu-opioid, DAMGO-evoked Fluo4 calcium flux; stronger effect = lower value; B-score at 10 µM; 300,000 tested, 0.39% active;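 active = B-score over 3 SD under the library average, no early fluorescence shift, positive overall ratio signal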
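Signal: kinetic Fluo4 fluorescence imaging of calcium influx. Material: stable TRPC4beta/mu-opioid receptor HEK293 cells. Probe or stimulus: DAMGO in two steps, submaximal then maximal.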
RGS4 pot – RGS4 potentiation or activation; AID 463111; 310,000 tested, 0.92% active; HEK293 M3R/inducible RGS4, carbachol calcium flux Fluo4; stronger effect = lower value; B-score at 10 µM;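 active = B-score of the integrated calcium signal more than 4 SD below the library mean, with starting fluorescence not abnormally high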;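 note: negative B-score means reduced calcium response which marks RGS4 activation or potentiation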
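Reagent: ECmax carbachol challenge; Test system: M3R-expressing HEK293 line, RGS4 induced by doxycycline; Schedule: overnight RGS4 induction, 30 min dye load 37 °C, 20 min compound RT; Detection: calcium dye Fluo4 fluorescence; Read-out: Agonist-evoked peak-minus-minimum fluorescence over baseline, integrated ratio, B score.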
HIF activator – HIF pathway transcriptional activation; AID 1910; U2OS HRE-luciferase reporter, luminescence; normalized: DMSO 0%, desferrioxamine 100%; 300,000 tested, 0.32% active; activation, % at 7.5 µM (by protocol);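 active = mean activation of at least 10% of the iron chelator positive control signal, with at least half of replicates also reaching 10%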
Platelet DG rel – modulates dense granule release in human platelets. human platelet-rich plasma, SFLLRN dense granule ATP release, luminescence. 300,000 tested, 0.22% active. inhibition, %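 (compounds screened at 7.5 µM in platelet-rich plasma)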. AID 1663;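 active = mean replicate score, as percent of positive control, at or above 50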
MrgX1 ag – human MrgX1 receptor agonism, primary screen; 310,000 tested, 0.44% active; MrgX1-HEK293 cells, Fluo-4 calcium fluorescence, agonist mode; stronger effect = higher value; AID 588627; B-score at 10 µM;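 active = calcium response B-score plate-corrected fluorescence ratio at least 3 library SD, with starting fluorescence B-score inside 5 SD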
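Test system: HEK293 cells stably expressing human MrgX1 receptor; Input: fifteen thousand cells per well; Dosing: compound delivered in addition one of three; Schedule: overnight seeding, then 1 h dark dye loading; Technique: Fluo-4 NW calcium fluorescence; Measure: B-scored fluorescence response ratio; Controls: positive and negative controls per plate.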
TRPC6 activator – mouse TRPC6 channel activation. HEK293-TRPC6 membrane potential dye fluorescence; stronger effect = higher value. B-score at 10 µM. 310,000 tested, 0.13% active;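 active = B-score of the integrated fluorescence ratio above library mean plus 3 SD, and starting fluorescence ratio within library mean plus 5 SD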;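 note: higher score means more depolarization so channel activation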
Target sequence (Q61143 whole entry, looked up): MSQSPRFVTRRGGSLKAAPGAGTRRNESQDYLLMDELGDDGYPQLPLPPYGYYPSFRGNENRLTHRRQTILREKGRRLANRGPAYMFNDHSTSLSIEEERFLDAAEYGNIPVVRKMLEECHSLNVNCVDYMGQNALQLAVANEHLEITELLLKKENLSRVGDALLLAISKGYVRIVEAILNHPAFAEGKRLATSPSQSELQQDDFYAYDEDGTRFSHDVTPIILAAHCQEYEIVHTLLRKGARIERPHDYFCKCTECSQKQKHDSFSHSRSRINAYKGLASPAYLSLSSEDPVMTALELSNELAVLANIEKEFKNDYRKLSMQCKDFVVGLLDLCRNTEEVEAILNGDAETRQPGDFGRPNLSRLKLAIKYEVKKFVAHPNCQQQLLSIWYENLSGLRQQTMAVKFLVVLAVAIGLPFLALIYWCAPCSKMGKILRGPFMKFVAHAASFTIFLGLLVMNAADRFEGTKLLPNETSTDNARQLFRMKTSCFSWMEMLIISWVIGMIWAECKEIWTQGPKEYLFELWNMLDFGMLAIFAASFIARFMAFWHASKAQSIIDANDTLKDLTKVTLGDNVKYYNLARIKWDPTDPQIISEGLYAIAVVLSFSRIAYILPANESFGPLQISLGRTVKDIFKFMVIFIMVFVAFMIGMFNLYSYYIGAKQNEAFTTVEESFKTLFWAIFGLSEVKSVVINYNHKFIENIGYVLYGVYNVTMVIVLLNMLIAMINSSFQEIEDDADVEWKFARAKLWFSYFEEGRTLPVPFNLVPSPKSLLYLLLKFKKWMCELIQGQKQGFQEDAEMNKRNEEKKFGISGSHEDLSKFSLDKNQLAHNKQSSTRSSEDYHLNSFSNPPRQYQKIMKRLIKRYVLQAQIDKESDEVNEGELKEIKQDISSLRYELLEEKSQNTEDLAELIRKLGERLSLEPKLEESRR
RGS4 inh – human RGS4 inhibition. P49798. HEK293 M3R/RGS4 inducible, Fluo-4 calcium flux; stronger effect = higher value; triggered by carbachol at its EC20. B-score at 10 µM. 310,000 tested, 0.45% active. AID 463165;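 active = B-score, a plate-corrected calcium signal, over three deviations above library mean, with baseline fluorescence within five deviations of library mean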;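 note: RGS4 expression induced by doxycycline in cells with stable M3 receptor; B-score is computed from the integrated fluorescence ratio over baseline after carbachol; higher B-score means a larger calcium signal and so more RGS4 inhibition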
Target sequence (P49798 whole entry, looked up): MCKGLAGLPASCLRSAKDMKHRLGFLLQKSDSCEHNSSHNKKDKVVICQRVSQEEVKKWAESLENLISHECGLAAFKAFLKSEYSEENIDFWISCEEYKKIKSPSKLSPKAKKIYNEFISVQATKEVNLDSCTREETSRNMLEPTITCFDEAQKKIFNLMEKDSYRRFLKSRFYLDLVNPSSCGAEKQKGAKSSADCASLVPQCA
SKKanGAS inh – blocks kanamycin growth of S. pyogenes SKKanGAS strain. BacTiter-Glo, 6 h. inhibition, % at 7.5 µM. 300,000 tested, 1.3% active. AID 1662;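 active = mean replicate score, as percent of positive control median, at least 50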;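 note: strain carries kanamycin resistance gene driven by streptokinase promoter and grows in 40 µg/ml kanamycin; loss of luminescence reflects streptokinase promoter inhibition or plain growth inhibition; 0% = median of DMSO wells and 100% = positive control at its reference dose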
TRPC6 inh – blocks the mouse TRPC6 cation channel. 310,000 tested, 1.1% active. HEK293-TRPC6, membrane potential dye, ACh-evoked depolarization; stronger effect = lower value. B-score at 10 µM. AID 2553. Q61143;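 active = B-score under library mean minus 3 SD, initial fluorescence not abnormally high, positive integrated signal ratio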;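 note: B-score derived from integrated fluorescence ratio over the kinetic read; more negative B-score means stronger inhibition of depolarization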
An asterisk follows results filed as active; i = inactive; / = not tested or not shown.

SMILES	MrgX1 antag	MrgX1 PAM	TRPC4 inh	RGS4 pot	HIF activator	Platelet DG rel	MrgX1 ag	TRPC6 activator	RGS4 inh	SKKanGAS inh	TRPC6 inh
Cc1ccc(/C=C/C(=O)Nc2ccc([N+](=O)[O-])c(NC(=O)/C=C/c3ccc(C)o3)c2)o1	i	i	i	i	0.5	9.6	i	i	i	7.0	i
CCOc1ccc(C(=O)Nc2c3c(nn2-c2cccc(Cl)c2)CS(=O)C3)cc1 (centres undefined)	i	i	i	i	0.4	7.1	i	i	i	-2.3	i
COC(=O)Nc1ccc(S(=O)(=O)N2CCC(Cc3ccccc3)CC2)cc1	i	i	i	i	0.1	-5.2	i	i	i	8.5	i
O=c1c2cnn(-c3ccccc3)c2nc(-c2cccs2)n1-c1ccc(Cl)cc1	i	i	i	i	0.1	-2.6	i	i	i	15.3	i
CCCC(=O)C1=C(N(C)c2ccccc2)CC(C)(C)CC1=O	i	i	i	i	0.6	-1.3	i	i	i	4.8	i
COc1ccc2nc(N(CCN(C)C)C(=O)/C=C/c3cccs3)sc2c1	i	i	i	i	/	-3.7	i	i	i	6.5	i
O=C(Nc1ccc(Br)cc1)C1CC(O)CN1C(=O)Oc1ccccc1 (centres undefined)	i	i	i	i	-0.3	-8.0	i	i	i	2.5	i
O=C(CN1C(=O)C2C3C=CC(C4CC34)C2C1=O)OCC(=O)c1ccccc1 (centres undefined)	i	i	i	i	0.0	1.5	i	i	i	-1.2	i
COc1ccc(Cl)cc1NC(=O)CN(C)C(C)C(=O)NC(=O)NC1CCCCC1 (centres undefined)	i	i	i	i	-0.2	-4.8	i	i	i	-4.9	i
COc1ccc2nc(NC(=O)C3CCN(S(=O)(=O)c4cccnc4)CC3)sc2c1	i	i	i	i	-0.1	-3.7	i	i	i	4.7	i
CCNS(=O)(=O)c1ccc(CCC(=O)Nc2ccccc2C(=O)OC)cc1	i	i	i	i	0.2	0.4	i	i	i	-0.1	i
COc1ccc(NC(=O)CN2C(=O)COc3ccc(C)cc32)cc1	i	i	i	i	-1.7	0.6	i	i	i	-3.7	i
CCOc1nc(-c2ccc(C)cc2)ccc1-c1noc(-c2cccnc2)n1	/	/	i	i	0.0	8.3	/	i	i	-0.2	i
CC(N=C1CC(C)(C)CC(=O)/C1=C(/O)CCCN1C(=O)c2ccccc2C1=O)C(=O)O (centres undefined)	i	i	i	i	-0.2	9.6	i	i	i	-5.6	i
CCn1c(C)[n+](Cc2ccccc2)c2ccc(C(=O)OC)cc21	i	i	i	i	-0.1	-1.0	i	i	i	-3.4	i
CC(=O)Nc1ccccc1P(=O)(c1ccccc1)c1ccccc1OC(C)=O (centres undefined)	i	i	i	i	-0.6	-8.5	i	i	i	-1.9	i
COc1ccccc1CC(=O)Nc1cccc(F)c1	i	i	i	i	-0.6	5.6	i	i	i	-1.1	i
O=C(CCN1C(=O)c2ccccc2S1(=O)=O)NCc1ccccc1Cl	/	/	i	i	-0.7	6.6	/	i	i	-2.7	i
CCCn1c(SCC(=O)/C(C#N)=C(\C)N)n[nH]c1=O	i	i	i	i	0.3	8.2	i	i	i	11.8	i
N/C(Cc1ccc(Cl)cc1Cl)=N\OC(=O)Cc1ccc(Cl)cc1	i	i	i	i	0.0	-8.8	i	i	i	-13.8	i
Cc1cc(NC(=O)CN2CCCC2c2nc3ccccc3s2)no1 (centres undefined)	i	i	i	i	-0.1	-0.1	i	i	i	3.3	i
O=C(NC1CCCCC1)C(c1ccncc1)N(Cc1ccccc1)C(=O)c1ccc(-c2ccccc2)[nH]1 (centres undefined)	i	i	i	i	0.9	0.3	i	i	i	28.1	i
Cc1noc(C)c1COC(=O)CCCNC(=O)c1ccc(Cl)cc1	i	i	i	i	-1.2	4.0	i	i	i	-3.7	i
COc1ccccc1N1N=C(c2cccs2)CC1c1ccccc1 (centres undefined)	i	i	i	i	0.5	4.4	i	i	i	-3.5	i
Oc1ccc(-c2nc(-c3ccc(O)c(O)c3)cs2)cc1	i	i	i	i	0.4	4.2	i	i	i	4.5	i
SMILES	MrgX1 antag	MrgX1 PAM	TRPC4 inh	RGS4 pot	HIF activator	Platelet DG rel	MrgX1 ag	TRPC6 activator	RGS4 inh	SKKanGAS inh	TRPC6 inh
CN(Cc1ccc(F)cc1)C(=O)c1sccc1-c1ccccc1	i	i	i	-7.19*	-0.3	-8.6	i	i	i	11.2	i
COC(=O)c1cc2oc(C)cc2n1CC(=O)N(C)c1ccccc1	i	i	i	i	/	-1.6	i	i	i	-13.8	i
COc1ccc(NC(=S)NC(NC(=O)C(C)C)C(Cl)(Cl)Cl)c([N+](=O)[O-])c1 (centres undefined)	i	i	i	i	0.3	2.0	i	i	i	0.6	i
Cn1c(=O)n(C)c2cc(/C=N/NC(=O)c3ccc(Cl)cc3Cl)ccc21	i	i	i	i	-0.7	-0.9	i	i	i	-0.9	i
CN1\C(=C/C=C/C=C/C=[N+](C)C)C(C)(C)c2ccccc21	/	/	i	i	-1.8	42.7	/	i	i	39.3	-5.17*
Cc1cc2c(c(=O)o1)C(CCC1CCCCC1)C(C#N)=C(N)O2 (centres undefined)	i	i	i	i	-0.2	-15.6	28.4*	i	i	5.3	i
CCOC(=O)c1cnc(-c2ccccc2)nc1N1CC(C)OC(C)C1 (centres undefined)	i	i	i	i	0.3	-4.5	i	i	i	12.0	i
CC(C)(C#CC(O)(c1ccccc1)c1ccccc1)N1CCCC1	i	i	i	-8.92*	-0.9	-1.9	i	i	i	-2.8	i
CCC1(CC)NC(=O)N(CC(=O)OCC(=O)Nc2sccc2C#N)C1=O	i	i	i	i	-0.1	0.2	i	i	i	1.2	i
CC(=O)N1CCC2(CC1)C(C#N)=C(N)Oc1c2sc2nc(C)cc(C)c12	i	i	i	i	0.4	0.4	i	i	i	0.9	i
Cc1nnc(N/N=C/c2ccccc2C(F)(F)F)n1N	i	i	i	i	1.3	-1.2	i	i	i	0.5	i
CCN(c1ccccc1)S(=O)(=O)c1cc(C(=O)O)ccc1C	i	i	i	i	-0.5	1.8	i	i	i	-0.4	i
COc1cccc(-c2nc(-c3ccc(NC(=O)c4ccncc4)cc3)no2)c1	i	i	i	i	0.0	-1.7	i	i	i	-2.4	i
CC1(c2ccccc2)NC(=O)N(CC#N)C1=O (centres undefined)	i	i	i	i	0.3	16.4	i	i	i	-0.2	i
CCOC(=O)C1C(O)=CC(=O)CC1c1ccccc1 (centres undefined)	i	i	i	i	-0.3	5.4	i	i	i	8.5	i
O=C(NCc1cccnc1)c1cccc(-c2cc3ccccc3oc2=O)c1	i	i	i	i	0.1	11.5	i	i	i	-9.7	i
Cc1ccc(S(=O)(=O)NCC(=O)NCC(=O)NC(C)c2ccccc2Br)cc1C (centres undefined)	i	i	i	i	-0.1	-22.8	i	i	i	-1.6	i
Cc1ccc(C(=O)OCC(=O)c2ccc(S(=O)(=O)N3CCCCC3)cc2)o1	i	i	i	i	2.2	-13.8	i	i	i	-14.8	i
Cc1coc2cc3oc(=O)c(CCC(=O)O)c(C)c3cc12	i	i	i	i	0.0	1.2	i	i	i	-2.3	i
C/C(=N\NC(=O)c1ccoc1C)c1cccnc1	i	i	i	i	2.9	5.6	i	i	i	1.1	i
COc1cc(S(=O)(=O)N2CCCCC2)ccc1NC(=O)c1ccncc1	i	i	i	i	-0.6	-1.3	i	i	i	-4.0	i
COc1ccc(N(C)C2=NS(=O)(=O)c3ccccc32)cc1	i	i	i	i	2.2	1.7	i	i	i	-3.3	i
O=C(CCc1ccccc1)Nc1ccc(NC(=O)c2ccco2)nc1	i	i	i	i	2.3	4.1	i	i	i	-0.8	i
NS(=O)(=O)c1ccc(NC(=O)/C=C/c2ccc(S(=O)(=O)NCc3ccco3)cc2)cc1	i	i	i	i	-0.2	-3.0	i	i	i	0.9	i
COc1cc(/C=C2\SC(=O)NC2=O)ccc1Oc1ccc([N+](=O)[O-])cn1	i	i	i	i	0.7	5.0	i	i	i	13.0	i
SMILES	MrgX1 antag	MrgX1 PAM	TRPC4 inh	RGS4 pot	HIF activator	Platelet DG rel	MrgX1 ag	TRPC6 activator	RGS4 inh	SKKanGAS inh	TRPC6 inh
COC(=O)c1scc(C)c1NS(=O)(=O)c1ccc(NC(C)=O)cc1	i	i	i	i	-0.3	-1.3	i	i	i	-1.4	i
O=C(NCC1CCCCC1)c1ccc([N+](=O)[O-])cc1	i	i	i	i	0.3	-1.4	i	i	i	-11.5	i
CCN(C(=O)CN1C(=O)c2ccccc2S1(=O)=O)C1CCCCC1	i	i	i	i	0.6	2.9	i	i	i	-5.0	i
O=C(NC1=NCCS1)c1ccc(Cl)c(S(=O)(=O)N2CCOCC2)c1	i	i	i	i	-0.2	0.4	i	i	i	0.4	i
Cc1ccc(S(=O)(=O)NC(N)=NCCc2ccc(Cl)cc2)cc1	i	i	i	i	0.1	3.7	i	i	i	-11.4	i
CCOC(=O)N1CCC(Nc2ncnc3c2cnn3-c2ccc(C)cc2C)CC1	i	i	i	i	0.7	-11.3	i	i	i	0.3	i
CCN(CC)c1ccc(/C=N/NC(=O)CNC(=O)c2ccc3c(c2)OCCO3)cc1	i	i	i	i	0.4	-25.3	i	i	i	-2.1	i
O=C(CCN1C(=O)COc2ccccc21)NCCCN1CCCC1	i	i	i	i	0.3	-14.7	i	i	i	-6.8	i
CCOC(=O)N1CCN(C(=O)c2cc3ccc(OC)cc3[nH]2)CC1	i	i	i	i	0.3	-2.1	i	i	i	-4.6	i
Cc1cccc(NC(=O)NNC(=O)c2ccc3ccccc3c2O)c1	i	i	i	i	0.6	-2.3	i	i	i	3.0	i
Cc1nn(C)cc1C(=O)Nc1cc(Oc2ccc(Cl)cc2)cc([N+](=O)[O-])c1	i	i	i	i	-0.1	-6.8	i	i	i	-8.4	i
O=C(O)CC1SC(N/N=C/c2ccc(Br)cc2)NC1=O (centres undefined)	-5.71*	i	i	i	-0.3	0.4	i	i	i	1.4	i
COc1ccc(C2=NS(=O)(=O)N(C)C(C(=O)Nc3ccc4c(c3)OCO4)=C2)cc1OC	i	i	i	i	-0.3	4.0	i	i	i	0.0	i
O=C(NCCO)c1ccc2c3n(nc2c1)-c1ccccc1CO3	i	i	i	i	2.0	14.3	i	i	i	2.7	i
COc1ccccc1N1CCN(S(=O)(=O)c2cccc(F)c2)CC1	i	i	i	i	-0.2	2.6	i	i	i	-2.8	i
